Source: PubChem BioAssay (National Center for Advancing Translational Sciences (NCATS))
Tb PYK inh: T. brucei pyruvate kinase inhibition. Q57TT1. actives 0.12% (n = 410,000). TbPYK enzyme, Kinase-Glo Plus ATP luminescence, 45 min. Potency, µM (series often up to 76.8 µM), without a hit: at the top dose activity, negative = inhibition, hits mostly inhibitors; further: nearly all actives have a fitted effect of over 50% in size
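Readout: single end-point luminescence (Kinase-Glo Plus, 10 min). Reaction conditions were TbPYK/substrate plus 130 uM ADP, 45 min at RT, pH 7.2 TEA buffer. No-enzyme wells served as controls, and data were normalized before concentration-response fitting.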
Sm TGR inh: blocks Schistosoma mansoni thioredoxin glutathione reductase; Potency, µM (top dose mostly 114 µM), inactives show top-dose activity change, negative = inhibition, usual class: inhibitors; Q962Y6; actives 3% (n = 360,000); purified TGR, DTNB reduction, TNB absorbance 405 nm; further: nearly all actives have a fitted effect of over 60% in size
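TGR 20 nM + NADPH 100 uM (dispensed conc.), cpd preinc 15 min RT; start with NADPH (500 uM addition) then DTNB (15 mM addition). Kinetic TNB absorbance, 405 nm filter. Four-parameter Hill fit across titration.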
Numbers without * were called inactive; ? = inconclusive; [ ] = remark or other dose. The call rests on the fitted dose curve; in most records, active means well fitted curve in the direction sought with a large enough effect; inconclusive means small, poorly fitted or top-dose-only effect, or another doubt; inactive means no such curve, though single readings can be large; an effect the other way counts as inactive or inconclusive. On the % scale 0 is the no-effect control and ±100 the full control effect; potency means the concentration at half of the fitted maximal effect. These rows are one share of the data; the hit share may differ from the screen's.

cpd	SMILES	Tb PYK inh	Sm TGR inh
1	COc1ccc(-c2noc(-c3nnn(-c4ccc(C)cc4C)c3C)n2)cc1	2%	0%
2	Cc1ccc2c(c1)C(c1ccc(F)cc1)N(C(=O)c1cccc(C(F)(F)F)c1)CC(=O)N2 (stereo unspecified)	4%	-1%
3	CCCC(O)c1nc2ccccc2n1CCCOc1ccc(Cl)cc1 (stereo unspecified)	1%	2%
4	COc1ccc(NC(=O)c2csnn2)cc1Cl	-7%	-1%
5	CCOC(=O)C1CCN(S(=O)(=O)c2cc3c4c(c2)CC(=O)N4CCC3)CC1	-7%	14%
6	Cc1ccc(-n2cc(C(=O)Oc3cccc(C)c3)c3ccccc3c2=O)cc1	11%	7%
7	Cc1sc(-c2cc3ccccc3oc2=O)nc1-c1ccc(Cl)cc1	0%	3%
8	COc1ccc(-c2cn3c(n2)sc2cc(C(=O)Nc4c(C)cccc4C)ccc23)cc1	-8%	-2%
9	COc1ccc(-c2nc(CNC(=O)NC3CCCCC3)c(C)o2)cc1	1%	-7%
10	CC(=O)Nc1ccc(NC(=O)c2ncoc2-c2ccco2)cc1	-15%	-5%
11	Cc1ccc(NC(=O)c2ccc3[nH]c(C)cc(=O)c3c2)c(C)c1	0%	1%
12	CCOc1ccc2nc(Cl)c(C3CC(c4ccc(C)cc4)=NN3C(=O)CCCC(=O)O)cc2c1 (stereo unspecified)	-6%	-4%
13	O=C(Nc1ccccc1C(F)(F)F)N1Cc2ccccc2Oc2ncccc21	-2%	2%
14	Clc1ccc2nc(-c3ccc(Br)o3)c(Nc3ccc4c(c3)OCCO4)n2c1	1%	-18%
15	Cc1ccc(CNC(=O)CSCc2nc(-c3cccc(C)c3)oc2C)cc1	-3%	?
16	Cc1ccc(C(=O)OC2=C(C(=O)c3ccccc3)N(C)S(=O)(=O)c3ccccc32)cc1	-3%	4%
17	Cc1ccc(Cc2nc3ccccc3nc2SCC(=O)N2CCN(c3ccccc3F)CC2)cc1	2%	1%
18	Cc1ccc(C2c3[nH]c4ccccc4c3CCN2C(=O)CCc2ccccc2)cc1 (stereo unspecified)	-3%	0%
19	CCOc1ccc(-c2nc3c(c(SCC(=O)Nc4ccccc4C)n2)Cc2ccccc2O3)cc1	-2%	-8%
20	CCC(=O)Nc1ccc2nc3c(=O)n(C)c(=O)n(C)c3nc2c1	-2%	4%
21	CCCCc1ccc(C(=O)Nc2ccc3nc(N(CC)CC)cc(C)c3c2)cc1	1%	-1%
22	Cc1ccc(-n2c(=O)c3cccnc3n2CC(=O)NCc2ccc(F)cc2)cc1C	-9%	7%
23	CCC(=O)N1CCc2cc(S(=O)(=O)CCC(=O)N3CCN(c4cccc(C)c4)C(C)C3)ccc21 (stereo unspecified)	-4%	10%
24	Cc1oc2ccc(O)c(CN3CCN(C)CC3)c2c1C(=O)Nc1cccc(Cl)c1C	-8%	1%
25	CCOC(=O)C1CCCN(c2ncnc3c2cnn3-c2ccc(C)c(Cl)c2)C1 (stereo unspecified)	2%	6%
26	CCc1cccc(-n2c(=O)c3cccnc3n2CC(=O)Nc2ccc(OC)c(Cl)c2)c1	-2%	-16%
27	CCc1nn2c(=O)cc(COc3ccc(/C=C(\C#N)C(=O)Nc4ccc(C)cc4)cc3)nc2s1	4%	-10%
28	CSc1ccc(-c2nnn(CC(=O)Nc3sc4c(c3C#N)CCC(C(C)(C)C)C4)n2)cc1 (stereo unspecified)	2%	11%
29	CC(=O)N1c2ccc(S(=O)(=O)N3CCN(c4cc(Cl)ccc4C)CC3)cc2CC1C (stereo unspecified)	-4%	23%
30	COc1cccc(CNC(=O)c2c(C)nn(-c3cccc(C)c3)c2-n2cccc2)c1	-7%[15.4 µM]	5%
31	COc1ccc(-n2c(SCc3nc(-c4ccc(Cl)cc4)no3)nnc2-c2ccncc2)cc1	6%	2%
32	Cc1c(CCNC(=O)c2ccc(Br)o2)sc2nc(-c3ccc(F)cc3)nn12	6%	8%
33	CCc1ccc2c(c1)NC(c1ccc(OC)cc1)=NC(c1ccncc1)=N2	-1%	0%
34	Brc1ccc(CN2CCc3nc(N4CCN(c5ncccn5)CC4)ncc3C2)cc1	2%	-2%
35	CCS(=O)(=O)N1CCc2cc(C(=O)NCc3ccccc3Cl)ccc21	1%	0%
36	O=C(CSc1nc(=O)[nH]c2c1CCCC2)NCc1ccc(F)cc1	-2%	3%
37	Cc1nc(-n2nc(C)c(CCC(C)C)c2C)sc1C(=O)Nc1ccc(Cl)cc1	-12%	3%
38	O=C(Nc1cccc(F)c1)[C@@H](c1ccccc1)N1Cc2ccccc2C1=O	3%	10%
39	O=C(Nc1nc2ccccc2s1)c1ccc(S(=O)(=O)N2CCCC2)cc1	0%	-1%
40	COc1cccc(C(=O)Nc2ccccc2OCc2cc(=O)n3ccccc3n2)c1	-1%	4%
41	CCc1cccc(NC(=O)CN2Cc3ccccc3C2=O)c1	2%	2%
42	CC(=O)N1c2ccc(S(=O)(=O)N3CCN(c4ccc(C)cc4C)CC3)cc2CC1C (stereo unspecified)	0%	2%
43	CCOc1ccc(CNC(=O)c2ccc(NC(=O)N3CCSc4ncccc43)cc2)cc1	6%[15.4 µM]	22%
44	Cc1ccc(CN(Cc2cccn2-c2nnc(N3CCCC3=O)s2)C(=O)Nc2ccc(F)cc2)cc1	1%	10%
45	CCN(CC)S(=O)(=O)c1ccc(C(=O)NC2CC(=O)N(c3ccc4c(c3)OCCO4)C2)cc1 (stereo unspecified)	3%	-2%
46	CCN(CC)c1ccc(NC(=O)c2c(C)nn(-c3ccc(F)cc3)c2-n2cccc2)c(C)c1	?	-6%
47	CC1=C(C(=O)Nc2ccc(Cl)cc2)C(c2ccccc2C)n2ncc(C(=O)Nc3ccc(C)cc3)c2N1 (stereo unspecified)	-10%	14%
48	O=C(NCCCN1CCN(c2ccccc2F)CC1)c1nnc(Cc2ccc(Cl)cc2Cl)o1	3%	10%
49	COc1ccc(OC)c(NC(=O)Nc2c(C)n(C)n(-c3ccccc3)c2=O)c1	-7%	-1%
50	O=C(Nc1ccccc1C(F)(F)F)N1CC=C(c2c[nH]c3ccccc23)CC1	7%[15.4 µM]	-14%

The results go on.
cpd	SMILES	Tb PYK inh	Sm TGR inh
51	O=C(NCc1ccccc1Cl)c1c2c(nc3ccccc13)C(=O)N(C1CCCCC1)C2	1%	-3%
52	Cc1cccc(Cn2nc(C)n3c(cc4cc(C)ccc43)c2=O)c1	6%	17%
53	Cc1ccc(C(=O)c2cn(CC(=O)Nc3ccc4c(c3)OCCO4)c3nc(C)ccc3c2=O)cc1	1%	4%
54	COc1ccc(S(=O)(=O)n2ccnc2)cc1C(C)(C)C	2%	4%
55	CCc1ccc2oc(C(=O)Nc3nc(-c4ccccc4)ns3)c(C)c2c1	0%	3%
56	Cc1cc(C)c(S(=O)(=O)NCCc2cc3ccc(C)cc3[nH]c2=O)c(C)c1	1%	4%
57	COc1ccccc1NC(=O)C1=C(C)Nc2nc3ccccc3n2C1c1cccc(OC)c1OC (stereo unspecified)	-4%	-2%
58	Cc1ccc(NC(=O)c2ccc3c(O)c(S(=O)(=O)c4ccc(Cl)cc4)c(=O)[nH]c3c2)cc1	3%	5%
59	COc1cccc(C(=O)N2CC(=O)Nc3ccc(C)cc3C2c2ccc(F)cc2)c1OC (stereo unspecified)	7%	-12%
60	CCOC(=O)Cc1ccc(NC(=O)Nc2cccc(OCc3cc(=O)n4cc(C)ccc4n3)c2)cc1	-3%	5%

Already shown: entries from further up.
cpd	SMILES	Tb PYK inh	Sm TGR inh
46	CCN(CC)c1ccc(NC(=O)c2c(C)nn(-c3ccc(F)cc3)c2-n2cccc2)c(C)c1	?	-6%
47	CC1=C(C(=O)Nc2ccc(Cl)cc2)C(c2ccccc2C)n2ncc(C(=O)Nc3ccc(C)cc3)c2N1 (stereo unspecified)	-10%	14%
48	O=C(NCCCN1CCN(c2ccccc2F)CC1)c1nnc(Cc2ccc(Cl)cc2Cl)o1	3%	10%
49	COc1ccc(OC)c(NC(=O)Nc2c(C)n(C)n(-c3ccccc3)c2=O)c1	-7%	-1%
50	O=C(Nc1ccccc1C(F)(F)F)N1CC=C(c2c[nH]c3ccccc23)CC1	7%[15.4 µM]	-14%
51	O=C(NCc1ccccc1Cl)c1c2c(nc3ccccc13)C(=O)N(C1CCCCC1)C2	1%	-3%
52	Cc1cccc(Cn2nc(C)n3c(cc4cc(C)ccc43)c2=O)c1	6%	17%
53	Cc1ccc(C(=O)c2cn(CC(=O)Nc3ccc4c(c3)OCCO4)c3nc(C)ccc3c2=O)cc1	1%	4%
54	COc1ccc(S(=O)(=O)n2ccnc2)cc1C(C)(C)C	2%	4%
55	CCc1ccc2oc(C(=O)Nc3nc(-c4ccccc4)ns3)c(C)c2c1	0%	3%
56	Cc1cc(C)c(S(=O)(=O)NCCc2cc3ccc(C)cc3[nH]c2=O)c(C)c1	1%	4%
57	COc1ccccc1NC(=O)C1=C(C)Nc2nc3ccccc3n2C1c1cccc(OC)c1OC (stereo unspecified)	-4%	-2%

Next records follow:
cpd	SMILES	Tb PYK inh	Sm TGR inh
61	CCOc1ccc(C(=O)N2CCc3cc(OC)c(OC)cc3C2COc2ccc3c(C)cc(=O)oc3c2)cc1OCC (stereo unspecified)	1%	0%
62	CCOc1ccc(CCNC(=O)c2cc3c(=O)n(C)c4ccccc4c3n2C)cc1OCC	-11%	-12%
63	CCOC(=O)N1CCC(NC(=O)c2cnn(-c3ccc(F)cc3)c2-n2cccc2)CC1	1%	1%
64	CCOc1cc(S(=O)(=O)n2ccnc2C(C)C)ccc1Cl	1%	4%
65	O=C(Nc1cc(Cl)cc(Cl)c1)c1ccc(F)c(S(=O)(=O)N2CCc3ccccc32)c1	3%	5%
66	Cc1ccc2nc(-c3ccccn3)c(Nc3ccc(F)cc3)n2c1	1%	6%
67	O=c1[nH]c(C2CCCN(S(=O)(=O)c3ccccc3Cl)C2)nc2c1nnn2Cc1ccc(OC(F)(F)F)cc1 (stereo unspecified)	1%	4%
68	COc1ccccc1-c1cc(NC(=O)COc2ccccc2Cl)n(-c2ccccc2)n1	5%	7%
69	O=C(Nc1cc(-c2nc3ccccc3o2)ccc1Cl)c1ccc(Br)o1	4%	?
70	COc1ccc(NC(=O)c2ccco2)cc1NC(=O)c1cc(Cl)ccc1OC	3%	-3%
71	O=c1c2sc3ccccc3c2n(Cc2cccc(F)c2)c(=O)n1CCc1ccccc1	0%	1%
72	Cc1ccc2nc(NCc3ccccc3)c3nnnn3c2c1	7%	24%
73	CCN(CC)CCOC(=O)c1ccc(NC(=O)c2cc3c(=O)n(CC)c4ccccc4c3s2)cc1	-3%	-9%
74	Cc1ccc2c(=O)cc(C(=O)Nc3ccc(S(=O)(=O)N(C)Cc4ccccc4)cc3)oc2c1	3%	0%
75	Cc1ccc2c(c1)c(=O)c1ccccc1n2CCCC(=O)Nc1ccc(F)cc1F	0%	-2%
76	Cc1ccc(N(CC(=O)NCCc2ccccc2C)S(=O)(=O)N(C)C)cc1	-12%	-1%
77	COc1ccc(C(=O)N(Cc2cc(OC)c(OC)c(OC)c2)CC2CCCO2)cc1 (stereo unspecified)	-1%	1%
78	Cc1ccc2c(c1)-c1nc(-c3ccc(Cl)cc3)cc(-c3coc4ccccc4c3=O)c1CO2	3%	-9%
79	CC(C)(C)C1CCc2c(sc3nc(-c4cc5cc(Cl)ccc5oc4=O)[nH]c(=O)c23)C1 (stereo unspecified)	4%	4%
80	Cc1ccccc1Nc1nnc(-c2ccc(C)c(S(=O)(=O)N3CCCCC3)c2)c2ccccc12	2%	1%

Compound profiles, from the list above. Order of screens: Tb PYK inh, Sm TGR inh
Cc1ccc2c(c1)-c1nc(-c3ccc(Cl)cc3)cc(-c3coc4ccccc4c3=O)c1CO2 is listed with 3%, -9%
Cc1ccc2c(c1)c(=O)c1ccccc1n2CCCC(=O)Nc1ccc(F)cc1F is listed with 0%, -2%

The listing continues:
cpd	SMILES	Tb PYK inh	Sm TGR inh
81	COc1ccc(OC)c(CCNC(=O)CS(=O)(=O)Cc2nc(-c3cccc(Cl)c3)oc2C)c1	1%	33%
82	CCc1ccccc1NC(=O)c1ccc(F)c(S(=O)(=O)N2CCN(c3cccc(Cl)c3)CC2)c1	0%	-3%
83	CCOC(=O)C1CCN(c2c(C(=O)c3ccc(OCC)cc3)cnc3ccc(OC)cc23)CC1	1%	-5%
84	CCN(c1cccc(C)c1)C(CNS(=O)(=O)c1ccccc1)c1ccccc1 (stereo unspecified)	1%	2%
85	COC(=O)c1cc(S(=O)(=O)N2CCN(c3cc(Cl)ccc3C)CC2)c[nH]1	3%	3%
86	CCOc1cccc(OCCCn2c(-c3ccc(Br)cc3)nc3ccccc3c2=O)c1	-4%	1%
87	Cc1ccc(NS(=O)(=O)c2cnc(N)nc2)c(C)c1	-5%	0%
88	Cc1ccc2c(c1)N(C(=O)CCC(=O)Nc1ccc(F)cc1F)CC(C)O2 (stereo unspecified)	2%	-1%
89	CC(NC(=O)Cc1ccc(NC(=O)N2CCSc3ncccc32)cc1)c1ccccc1 (stereo unspecified)	-10%[15.4 µM]	2%
90	COc1ccc(-c2cc(C)no2)cc1S(=O)(=O)N1CC(C)Oc2ccccc21 (stereo unspecified)	0%	5%
